Compound activity from PubChem.
NR5A2 inv ag: inverse agonists of human LRH-1 (NR5A2) | O00482 | HEK293T StAR-luciferase reporter, LRH-1 transfected, 24 h | inhibition, % at 3.6 µM | hit rate 0.13% among 360,000 | AID 602396;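 active = inhibition above the mean inhibition of all tested compounds plus 3 SD, cut at about 73% in these data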;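 also: 0% = DMSO wells and 100% = reporter-only cells lacking LRH-1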
NCOA1 inh: inhibitors of human steroid receptor coactivator 1 (SRC1) | HEK293 GAL4-SRC1 luciferase reporter, luminescence | inhibition, % at 3.6 µM | hit rate 0.12% among 360,000 | AID 588354;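 active = inhibition above the campaign mean plus 3 SD, with each screening campaign given its own cutoff, cut at about 60% in these data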;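 also: 0% = DMSO treated cells and 100% = gossypol at 36 µM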
NCOA2 inhibitor: inhibits human steroid receptor coactivator 2; hit rate 0.17% among 370,000; HEK293 GAL4-SRC2 luciferase reporter, luminescence; Q15596; inhibition, % at 9 µM;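 active = inhibition above the mean inhibition of all tested compounds plus 3 SD, set per campaign, cut at about 52% in these data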;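 also: 0% = DMSO treated cells and 100% = cells given Gossypol at 36 µM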
Target sequence (Q15596 whole entry, looked up, the tested form may be a part): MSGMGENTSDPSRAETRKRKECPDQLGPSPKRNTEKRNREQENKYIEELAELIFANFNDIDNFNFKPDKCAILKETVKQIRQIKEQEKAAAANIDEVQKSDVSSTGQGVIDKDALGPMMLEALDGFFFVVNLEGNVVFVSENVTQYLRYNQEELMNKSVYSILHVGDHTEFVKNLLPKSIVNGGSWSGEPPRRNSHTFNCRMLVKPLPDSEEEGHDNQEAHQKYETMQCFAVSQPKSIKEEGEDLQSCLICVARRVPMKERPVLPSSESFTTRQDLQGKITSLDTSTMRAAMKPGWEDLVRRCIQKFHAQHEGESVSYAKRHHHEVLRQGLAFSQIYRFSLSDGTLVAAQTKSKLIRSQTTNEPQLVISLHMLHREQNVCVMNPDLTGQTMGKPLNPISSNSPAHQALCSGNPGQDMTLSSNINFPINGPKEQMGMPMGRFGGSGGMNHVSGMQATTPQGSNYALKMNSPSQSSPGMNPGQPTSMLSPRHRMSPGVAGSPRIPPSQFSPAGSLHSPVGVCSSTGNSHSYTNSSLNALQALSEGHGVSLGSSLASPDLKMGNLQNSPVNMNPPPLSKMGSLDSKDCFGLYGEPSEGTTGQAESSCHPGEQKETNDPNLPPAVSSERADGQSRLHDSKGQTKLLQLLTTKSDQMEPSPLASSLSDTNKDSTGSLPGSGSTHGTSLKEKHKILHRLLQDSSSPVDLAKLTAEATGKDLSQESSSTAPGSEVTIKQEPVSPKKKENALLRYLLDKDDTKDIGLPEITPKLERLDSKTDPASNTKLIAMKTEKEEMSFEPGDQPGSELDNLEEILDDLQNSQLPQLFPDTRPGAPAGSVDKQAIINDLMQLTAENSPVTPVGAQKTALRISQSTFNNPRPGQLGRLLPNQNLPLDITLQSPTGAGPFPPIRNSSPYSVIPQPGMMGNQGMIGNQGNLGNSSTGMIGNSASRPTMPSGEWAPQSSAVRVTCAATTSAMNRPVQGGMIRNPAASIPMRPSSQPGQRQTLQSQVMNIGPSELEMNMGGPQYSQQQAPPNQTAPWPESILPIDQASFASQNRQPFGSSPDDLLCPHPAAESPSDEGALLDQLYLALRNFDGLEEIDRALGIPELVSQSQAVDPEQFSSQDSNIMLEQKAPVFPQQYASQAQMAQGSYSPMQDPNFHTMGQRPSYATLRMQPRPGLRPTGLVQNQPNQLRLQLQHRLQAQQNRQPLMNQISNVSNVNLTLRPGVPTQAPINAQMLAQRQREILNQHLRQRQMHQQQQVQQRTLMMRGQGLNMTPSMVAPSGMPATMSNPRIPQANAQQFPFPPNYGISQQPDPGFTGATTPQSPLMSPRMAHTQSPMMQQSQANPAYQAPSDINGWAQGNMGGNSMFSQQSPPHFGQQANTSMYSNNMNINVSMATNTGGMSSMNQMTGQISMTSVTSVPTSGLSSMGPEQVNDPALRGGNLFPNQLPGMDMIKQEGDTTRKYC
SRC3 inh: human NCOA3 inhibition | Q9Y6Q9 | inhibition, % at 3.6 µM | hit rate 0.17% among 360,000 | HEK293 GAL4-SRC3 luciferase reporter, luminescence;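 active = inhibition above a per-campaign cutoff, the mean of all compounds plus 3 SD, cut at about 60% in these data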;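 also: 0% = DMSO-treated cells and 100% = gossypol-treated cells at 36 µM; higher means less SRC3-driven luciferase light from the GAL4 reporter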
EBV LMP1 NFkB: inhibitors of Epstein-Barr LMP1-induced NF-kappaB reporter. inhibition, % at 12.5 µM. hit rate 0.69% among 350,000. AID 504558. LMP1-induced NF-kappaB luciferase reporter cells, luminescence; in the data active = inhibition above about 41%;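 also: 0% = neutral control wells and 100% = reference inhibitor control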
NOD2-RIPK2 inh: NOD2-RIPK2 protein interaction inhibition. O43353. CHO BLA complementation NOD2-RIPK2, CCF4 ratio. inhibition, % at 4.98 µM. hit rate 0.38% among 360,000; in the data active = inhibition above about 21%;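 also: 0% = vehicle only and 100% = reference blocker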
TLR9-MyD88 inh: blocks human TLR9 binding to MyD88 | Q9NR96+Q99836 | CHO BLA complementation TLR9-MyD88, CCF4 FRET ratio | inhibition, % at 4.98 µM | hit rate 0.21% among 340,000 | AID 504734;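 active = inhibition above the mean over all tested compounds plus 3 SD, cut at about 21% in these data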;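 also: 0% = DMSO only wells and 100% = clavulanate BLA inhibitor control wells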
C8 TRAIL sens: sensitizes caspase-8 expressing cells to TRAIL | hit rate 1% among 360,000 | AID 624354 | inhibition (viability loss, TRAIL sensitization), % at 10 µM | NB7+C8 cells + TRAIL, ATPlite viability luminescence;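 active = compounds causing at least 50% loss of cell viability in the single-dose screen, relative to plate controls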
Vif inh: HIV Vif inhibition; hit rate 0.35% among 340,000; inhibition, % at 7.49 µM; HEK293T cells, Vif self-association by quenched fluorescence, imaging, 24 h; in the data active = inhibition above about 50%, passing the limit was not always enough; also: some results filed as inactive read as strong as hits
NR2F2 inh: inhibitors of human COUP-TFII (NR2F2) | P24468 | HEK293T NGFI-A luciferase reporter, luminescence | inhibition, % at 8.6 µM | hit rate 0.7% among 370,000 | AID 686940;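 active = inhibition above a per-plate cutoff, mean inhibition of test wells between control levels plus 3 SD, cut at about 38% in these data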;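 also: cells cotransfected with COUP-TFII expression vector driving the NGFI-A reporter; 0% = median of COUP-TF2 test wells and 100% = reporter-only cells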
TROY signal inh: TROY signaling inhibition. AID 1347056. hit rate 0.98% among 360,000. Q293 LMP1-TROYcd NF-kB luciferase reporter, 4 h. inhibition, % at 10 µM;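 active = compounds whose plate-normalised and pattern-corrected inhibition of the luciferase reporter signal at the single screening dose is 50% or more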
* hit, by the source's call; x = no result given. The list is partial. The share of hits here may be higher or lower than overall.

smiles	NR5A2 inv ag	NCOA2 inhibitor	NCOA1 inh	EBV LMP1 NFkB	NOD2-RIPK2 inh	SRC3 inh	C8 TRAIL sens	TLR9-MyD88 inh	NR2F2 inh	Vif inh	TROY signal inh
COc1ccccc1C(=O)NC(=O)COc1ccc([N+](=O)[O-])cc1	8	12	-12	-3	7	-1	10	1	2	-8	34
COc1cccc(Cn2nnc(C(=O)NCc3ccc(F)cc3)c2N)c1	17	-1	6	3	9	-3	-1	2	18	-7	1
O=C(CSc1nnc(COc2ccc(F)cc2)o1)N1CCCCC1	13	-11	-4	-4	-2	-14	-7	9	-9	-15	-5
CC(=NNc1ccc2ccccc2n1)c1ccccc1O	-75	-60	-30	-2	-3	-6	77*	-1	-28	-19	74*
Cc1cccc2sc(N(CCCN(C)C)C(=O)c3nc4ccccc4s3)nc12	-2	-2	-18	7	-6	10	1	-1	-36	-8	12
CC(=O)C(Sc1ncnc2sc3c(c12)CCCC3)C(C)=O	-23	8	-2	0	-8	-1	-3	1	18	3	21
Cc1ccc(S(=O)(=O)N2CCN(C(=O)COC(=O)CNC(=O)c3ccccc3)CC2)c(C)c1	-11	-26	-18	-8	2	-3	-14	0	12	2	11
O=C(O)COc1ccc(/C=N/NC(=O)c2ccc(-c3csc(Nc4ccc(Cl)cc4)n3)cc2)cc1	-4	-6	-18	-2	-3	-7	-7	-10	6	-11	-40
CC(C)CC(CO)N1CCN(C(=O)c2ccc(Cl)cc2Cl)CCC1=O (stereo not drawn)	12	-18	-4	10	-5	5	0	-6	-5	-6	-10
S=C(NCCC(c1ccccc1)c1ccccc1)Nc1cccc(Cl)c1	6	0	-25	-15	3	-4	-2	2	-1	0	62*
O=C(CSc1nnc(-c2ccncc2)n1-c1ccccc1)NCC1CCCO1 (stereo not drawn)	-20	-22	-10	-3	-2	1	16	3	3	16	8
O=Cc1c(Sc2ccccc2)nc2ccccn2c1=O	14	22	-12	-3	0	24	14	-5	6	1	14
COc1ccc2c(c1)CC(C)C/C2=N\NC(=O)c1ccco1 (stereo not drawn)	-110	-61	-73	-22	-8	-61	4	-6	-14	2	29
COc1ccc(S(=O)(=O)NCC(=O)N(CC2CCCO2)C(C(=O)NC2CCCC2)C(C)C)cc1 (stereo not drawn)	1	12	8	4	3	19	4	3	-6	32	11
CC1(C)N=C(N)NC(Nc2cccc(Br)c2)=N1	8	-6	-15	-3	2	9	-7	-8	-13	-5	-7
CC(C(=O)Nc1ccccc1)N(c1cccc(Cl)c1)S(C)(=O)=O (stereo not drawn)	6	1	-24	-2	-9	-4	-1	-3	-14	-2	1
S=C(Nc1ccccc1Cl)NC1CC2CCCC(C1)N2C1CC1 (stereo not drawn)	-18	-5	-17	-6	-13	7	1	2	-10	3	-4
Cc1c(NS(=O)(=O)c2cccc(C(=O)N3CCC(C)CC3)c2)c(=O)n(-c2ccccc2)n1C	11	9	-3	-1	1	0	-15	-17	9	-2	0
COc1cc(OC)cc(C(=O)Nc2ccn(C)n2)c1	13	3	2	-5	-13	-2	-1	-1	-7	12	-13
O=C(c1ccc(F)cc1)C(C(=O)N1CCCCC1)n1ccccc1=O (stereo not drawn)	-5	6	4	0	-5	18	0	4	8	8	6
COc1ccc(-c2nnn(Cc3nc(N)nc(N4CCOCC4)n3)n2)cc1OC	13	-15	12	-2	-6	2	-6	7	-5	1	-2
CCc1cc(C(=O)Nc2ccccc2)cs1	-139	-30	-66	-20	-5	-122	21	3	-33	-2	-36
NC(=O)c1ccccc1NC(=O)/C=C/C(=O)O	-76	-43	-13	5	6	-23	3	5	-25	0	-40
CSc1ccc(S(=O)(=O)NCC(=O)OC2CCOC2=O)cc1[N+](=O)[O-] (stereo not drawn)	-20	13	8	-1	1	10	-12	-3	6	3	9

3 compounds already listed, arranged by the number in EBV LMP1 NFkB, falling:
| structure | NR5A2 inv ag | NCOA2 inhibitor | NCOA1 inh | EBV LMP1 NFkB | NOD2-RIPK2 inh | SRC3 inh | TLR9-MyD88 inh | NR2F2 inh | Vif inh |
| --- | --- | --- | --- | --- | --- | --- | --- | --- | --- |
| O=C(c1ccc(F)cc1)C(C(=O)N1CCCCC1)n1ccccc1=O (stereo not drawn) | -5 | 6 | 4 | 0 | -5 | 18 | 4 | 8 | 8 |
| Cc1c(NS(=O)(=O)c2cccc(C(=O)N3CCC(C)CC3)c2)c(=O)n(-c2ccccc2)n1C | 11 | 9 | -3 | -1 | 1 | 0 | -17 | 9 | -2 |
| S=C(Nc1ccccc1Cl)NC1CC2CCCC(C1)N2C1CC1 (stereo not drawn) | -18 | -5 | -17 | -6 | -13 | 7 | 2 | -10 | 3 |

Following part:
smiles	NR5A2 inv ag	NCOA2 inhibitor	NCOA1 inh	EBV LMP1 NFkB	NOD2-RIPK2 inh	SRC3 inh	C8 TRAIL sens	TLR9-MyD88 inh	NR2F2 inh	Vif inh	TROY signal inh
CCOCCCNC(=S)N1CCN(c2nc(-c3ccccc3)cs2)CC1	10	15	11	20	-5	23	7	-8	26	-22	26
Cc1ccnn1CC(=O)N/N=C/c1ccc2c(c1)OCO2	-2	1	-12	-3	-1	-1	-4	7	1	-5	-96
Cn1c(=O)c2cc(NC(=S)NCc3ccccc3F)ccc2n1Cc1ccccc1	0	20	-13	x	-1	4	12	x	8	-8	12
Cc1cc(C)n2nc(SCC3COc4ccccc4O3)nc2n1 (stereo not drawn)	-65	-38	-59	14	5	-35	-4	2	-47	0	-43
O=C(Nc1ccccc1)c1ccccc1NC(=O)c1ccccc1C(=O)O	-52	-35	-55	x	-14	-28	-11	x	-32	2	-38
CCCCCCC(C)OC(=O)Nc1cccc2ccccc12 (stereo not drawn)	-7	8	8	-1	-5	-56	10	14	-1	-6	-6
COc1ccc(OC)c(CN2C(=O)c3ccccc3C2c2nnnn2Cc2ccccc2)c1 (stereo not drawn)	7	-42	x	x	1	x	-7	x	-12	x	13
O=C(c1cc([N+](=O)[O-])ccc1Cl)N1CCN(Cc2ccccc2)CC1	10	13	11	8	-1	-8	6	-6	4	2	-8
O=C(CCC(C(=O)O)N1C(=O)c2ccccc2C1=O)Nc1ccccc1 (stereo not drawn)	20	-17	8	-3	3	-3	-4	-6	-1	-3	7
CCCn1c(SCC(=O)NC2CC2)nnc1-c1cccs1	-8	1	-1	5	10	15	-47	-11	-26	5	-2
O=C(NCCc1ccccn1)C1CCN(S(=O)(=O)c2ccc(Cl)cc2)CC1	-15	14	5	0	7	-3	4	-7	5	8	-15
CCC/C(=C1/c2ccccc2C(=O)N1c1ccccc1)c1cnc(OC)nc1	-1	-23	-2	4	-2	-23	14	-4	0	-2	0
CC(=O)c1cccc(NC(=O)C(OC(=O)c2cccc(S(=O)(=O)N(C)c3ccccc3)c2)c2ccccc2)c1 (stereo not drawn)	-5	-15	-26	6	5	14	-8	3	4	-15	4
O=C(O)c1ccccc1SCc1csc(-c2ccccc2)n1	-40	-18	-30	-1	-6	-20	18	3	2	18	-19
CC(C)c1ccc(NC2CCCN(C(=O)CN3CCOC3=O)C2)cc1 (stereo not drawn)	16	12	-2	-6	-12	-5	3	4	22	1	-2
CCOc1ccc(CCNC(=O)Cn2cccc2C(=O)c2ccccc2C)cc1OCC	-8	20	-4	-23	8	11	-6	13	-1	-3	2
Cc1ccc2c(c1)NC(=O)c1cccnc1N2	-101	-31	-48	-17	4	-67	1	9	-17	0	-25
COc1ccc(NC(=O)N(Cc2cc3ccc(OC)cc3[nH]c2=O)CC2CCCO2)cc1 (stereo not drawn)	7	-17	-4	-8	1	-8	-14	6	11	8	-19
CCN(CC)C(c1ccc(F)cc1)c1nnnn1CC1CCCO1 (stereo not drawn)	3	0	2	5	-19	11	3	6	0	2	-6
Cc1nnc(SCCCCSc2nnc(C)c(=O)[nH]2)[nH]c1=O	2	1	5	-3	-7	11	-5	5	8	3	-7
CC(C)CCNC(=O)C(c1ccco1)N(C(=O)Cn1nnc2ccccc21)c1ccc2c(c1)OCO2 (stereo not drawn)	6	10	-11	-3	-2	-4	-10	-16	2	23	-1
c1ccc(-c2cnc(-c3cccnc3)o2)cc1	-58	-34	-75	-61	-6	-103	7	-1	-49	-3	-41
O=C(c1cccc(-n2cccc2)c1)N1CCN(S(=O)(=O)c2ccccc2Br)CC1	1	19	-7	5	-1	-13	9	-7	23	0	2
COc1ccc(-c2cc(=O)c3ccccc3o2)cc1	-122	-46	-103	-34	7	-67	32	-2	-52	1	-89
CCn1nccc1C(=O)Nc1ccc(Cl)cn1	-30	-13	-23	-7	-8	-33	-6	-6	-19	-26	-40
COc1ccc(C(=O)C(C)OC(=O)c2cccc(S(=O)(=O)Nc3c(C)n(C)n(-c4ccccc4)c3=O)c2)cc1 (stereo not drawn)	-5	7	-10	-2	13	-30	6	-3	-3	-4	38
COc1ccc(N2CCN(C(=O)C(NC(=O)c3c(F)cccc3F)C(C)C)CC2)cc1 (stereo not drawn)	-7	14	-7	-2	-8	-2	-10	11	14	4	19
COc1ccc(CN2CCN(CCc3ccccc3)C(CCO)C2)cc1Cn1cncn1 (stereo not drawn)	4	1	13	-5	-7	2	2	5	9	14	5
COc1ccc(-n2cnc3cc(NCc4ccccn4)ccc32)cc1	-29	x	-37	-4	-2	-22	21	4	x	-4	16
OCCNCc1cc(Br)ccc1OCc1ccc(Cl)cc1Cl	7	14	-3	14	2	2	4	1	0	-8	-4
CCOc1ncccc1C(=O)OCC(=O)c1ccc(Br)s1	-5	6	2	-7	-13	3	-4	-3	-13	-5	-2
COc1ccc(S(=O)(=O)N(C)CC(=O)N2CCC(C(N)=O)CC2)cc1	6	20	-6	-2	6	0	-10	5	-6	x	7
COc1ccc(-c2n[nH]c(=S)n2-c2ccc(C)cc2)cc1	1	23	29	4	-8	15	0	-4	11	-3	9
CCN(CC(=O)NCc1ccc(F)cc1)C(=O)C1CC1C (stereo not drawn)	-4	-6	-1	-1	1	4	7	7	-1	2	2
COc1ccc(-c2c(C#N)c(SCC(=O)c3cc4ccccc4oc3=O)nc(C)c2C(=O)Nc2ccccc2)cc1	9	-8	-4	4	3	7	-9	5	9	2	8
CC(=O)Nc1cccc(-c2nnc3n2CC(C)S3)c1 (stereo not drawn)	9	5	0	-4	-14	1	8	-6	4	-1	3
CCN(CC)S(=O)(=O)c1ccc2oc(C(=O)N3CCCCCC3)c(C)c2c1	18	4	1	13	-2	6	33	4	19	-9	17
O=C(CCNC(=O)c1ccccc1)NNC(=O)COc1ccccc1Cl	-9	-2	16	6	-2	4	-4	0	21	2	-17
C[C@H](NS(=O)(=O)c1ccc2c(c1)OCCCO2)C(=O)N1CCN(c2ccc(F)cc2)CC1	9	-1	-1	7	-18	0	1	-7	17	5	0
C/C(N)=C(/C#N)C(=O)COC(=O)C1CCN(C(=O)c2ccc(Cl)cc2)CC1	-10	6	-14	2	-13	-1	4	7	17	-1	-1
Cc1nc2scc(C)n2c(=O)c1S(=O)(=O)Nc1ccc(N2CCOCC2)cc1	-15	1	4	-1	-2	8	12	-3	-22	15	-33
O=C(NCCCc1ccccc1)c1cccc(NC(=O)C2CCCC2)c1	-3	0	8	-2	0	-6	5	8	5	x	2
CC(=O)/C(=C\N(C)C)Sc1ccc(Cl)cc1	-3	12	-21	4	-13	17	0	-6	4	-3	-12
Cc1cc(C)n2nc(C(=O)OCC(=O)NNC(=O)c3ccc(Cl)cc3)nc2n1	20	-31	0	-11	-1	1	-1	3	17	15	-7
